# Compound activity from PubChem.
# DAX1 inh-1: inhibitors of human orphan nuclear receptor DAX1 (NR0B1); HEK293 Gal4-DAX1 luciferase reporter, luminescence; AID 504766; P51843; 340,000 compounds, 0.99% hits; inhibition, % at 6.75 µM;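 active = inhibition above the mean over all tested compounds plus 3 SD, cut at about 4.2% in these data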;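 also: 0% = DAX1-transfected cells with DMSO and 100% = empty-vector control cells with DMSO; inhibition shows as a rise in luminescence from relieved DAX1 repression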
# PLCb3 inh: inhibitors of human phospholipase C beta3 | Purified PLC-beta3, fluorogenic substrate, fluorescence | Q01970 | AID 720704 | 370,000 compounds, 0.18% hits | inhibition, % at 12.2 µM; in the data active = inhibition above about 11%;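 also: 0% = median of compound wells on plate and 100% = full blocker control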
# sPLA2-III inh: Blocks human group III sPLA2 activity. 370,000 compounds, 0.56% hits. AID 743126. QFRET BODIPY PC-A2 liposome hydrolysis, fluorescence. Q9NZ20. inhibition, % at 12.2 µM;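 active = inhibition above mean plus 3 SD of compounds lying within the high and low control bounds, cut at about 19% in these data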;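 also: 0% = median of test compound wells and 100% = no enzyme DMSO wells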
# Target sequence (Q9NZ20 whole entry, looked up): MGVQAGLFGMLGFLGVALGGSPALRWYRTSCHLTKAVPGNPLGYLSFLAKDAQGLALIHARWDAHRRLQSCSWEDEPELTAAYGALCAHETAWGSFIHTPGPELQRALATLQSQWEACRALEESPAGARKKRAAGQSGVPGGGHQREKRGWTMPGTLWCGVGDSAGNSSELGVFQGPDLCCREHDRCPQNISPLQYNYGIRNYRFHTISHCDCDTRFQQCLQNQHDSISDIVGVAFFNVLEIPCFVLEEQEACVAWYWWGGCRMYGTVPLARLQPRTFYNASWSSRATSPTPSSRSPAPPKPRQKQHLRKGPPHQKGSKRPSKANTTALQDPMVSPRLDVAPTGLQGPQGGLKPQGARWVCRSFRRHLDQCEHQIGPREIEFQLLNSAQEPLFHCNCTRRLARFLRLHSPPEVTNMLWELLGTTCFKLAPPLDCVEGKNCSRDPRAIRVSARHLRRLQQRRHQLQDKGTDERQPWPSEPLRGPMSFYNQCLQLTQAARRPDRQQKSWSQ
# GAA850 FXN act: activators of GAA850 frataxin (FXN) promoter; activation, % at 6 µM; 360,000 compounds, 0.56% hits; HEK293 lucGAA850 FXN promoter luciferase reporter, 24 h; percent of 10 µM SAHA response;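 active = activation above the average of all compounds screened plus 3 SD, cutoff fixed separately per campaign, cut at about 7.5% in these data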;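 also: 0% = DMSO wells and 100% = 10 µM SAHA wells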
# ADAM17 inh: inhibits human ADAM17; AID 720648; inhibition, % at 6.95 µM; recombinant ADAM17, EDANS/DABCYL FRET peptide cleavage; P78536; 370,000 compounds, 0.83% hits;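 active = inhibition above the mean of compounds lying between control limits plus 3 SD, set per campaign, cut at about 8.5% in these data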;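 also: 0% = DMSO-only wells as the low control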
# Target sequence (P78536 215-824 limits assumed): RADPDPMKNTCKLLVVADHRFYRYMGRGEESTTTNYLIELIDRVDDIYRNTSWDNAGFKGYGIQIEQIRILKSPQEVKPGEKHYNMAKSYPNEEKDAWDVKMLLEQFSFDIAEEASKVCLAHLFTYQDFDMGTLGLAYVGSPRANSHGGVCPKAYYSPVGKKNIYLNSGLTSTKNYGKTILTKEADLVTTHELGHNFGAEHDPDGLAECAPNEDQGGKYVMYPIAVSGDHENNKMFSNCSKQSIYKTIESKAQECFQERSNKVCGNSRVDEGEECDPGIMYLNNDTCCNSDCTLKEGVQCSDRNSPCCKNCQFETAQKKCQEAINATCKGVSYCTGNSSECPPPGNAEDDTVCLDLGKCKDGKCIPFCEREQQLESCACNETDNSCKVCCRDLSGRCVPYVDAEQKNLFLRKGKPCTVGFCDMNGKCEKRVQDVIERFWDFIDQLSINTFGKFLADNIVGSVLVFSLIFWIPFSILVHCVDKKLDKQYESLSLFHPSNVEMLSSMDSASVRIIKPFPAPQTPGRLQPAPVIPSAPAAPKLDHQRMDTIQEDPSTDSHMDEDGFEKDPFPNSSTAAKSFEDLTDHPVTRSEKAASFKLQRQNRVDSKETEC
# PLCg1 inh: PLC-gamma1 (human) inhibition, primary screen. AID 720700. inhibition, % at 12.2 µM. purified PLC-gamma1, fluorogenic substrate, fluorescence. P19174. 370,000 compounds, 0.84% hits; in the data active = inhibition above about 9.5%
# DAX1 inh-2: DAX1 (NR0B1) inhibition, primary screen. HEK293T StAR-luciferase reporter, SF-1/DAX-1 repression relief. 370,000 compounds, 1.1% hits. inhibition, % at 6.8 µM. AID 652010;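 active = inhibition above the mean over all tested compounds plus 3 SD, cut at about 3.6% in these data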;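 also: 0% = DAX-1 cells with DMSO and 100% = cells lacking DAX-1 with DMSO; higher inhibition means more luminescence from relief of DAX-1 repression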
# hgDAF12 agonist: agonists of H. glycines DAF-12 nuclear receptor. activation, % at 6.8 µM. 370,000 compounds, 1.8% hits. HEK293 GAL4-hgDAF12 UAS-luciferase reporter, agonist luminescence; normalized to butyrate control;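 active = activation above a cutoff set at the mean of all screened compounds plus 3 SD, cut at about 10% in these data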;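 also: 0% = DMSO wells and 100% = sodium butyrate wells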
# ADAM10 inh: inhibits human ADAM10; recombinant ADAM10, EDANS/DABCYL FRET peptide cleavage, 3 h; inhibition, % at 7 µM; O14672; 370,000 compounds, 0.62% hits;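 active = inhibition above a per-campaign cutoff equal to the mean of compounds falling between control-based bounds plus 3 SD, cut at about 20% in these data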;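 also: 0% = DMSO wells while the 100% control is not disclosed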
# hcDAF12 agonist: H. contortus DAF-12 activation, primary screen | HEK293 hcDAF-12 lit1-tk-luc reporter, luminescence; 0% DMSO, 100% Δ7-dafachronic acid | activation, % at 6.8 µM | 370,000 compounds, 1.4% hits | AID 652067;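 active = activation above the mean of all tested compounds plus 3 SD, cut at about 5.5% in these data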;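 also: 100% = response to 3 µM Δ7-dafachronic acid high control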
# ssDAF12 agonist: activates DAF-12 receptor from parasite S. stercoralis; 370,000 compounds, 1% hits; HEK293 ssDAF-12/GRIP1 lit1-tk-luc reporter, luminescence; % of 3 µM dafachronic acid response; activation, % at 6.8 µM;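 active = activation above the mean over all tested compounds plus 3 SD, cut at about 0.9% in these data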;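 also: 0% = DMSO-only wells and 100% = 3 µM delta7-dafachronic acid wells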
# Numbers without * were called inactive; i = inactive; . = no result given.
SMILES,DAX1 inh-1,PLCb3 inh,sPLA2-III inh,GAA850 FXN act,ADAM17 inh,PLCg1 inh,DAX1 inh-2,hgDAF12 agonist,ADAM10 inh,hcDAF12 agonist,ssDAF12 agonist
CC(OC(=O)C1CC1C)C(=O)Nc1ncc(Cl)cc1Cl (stereo unspecified),1.3,-3,8,0.5,-3,-1,1.2,1.5,-7,-0.2,-0.8
CCN1CCN(c2cc(C)c3cc(NC(=O)c4cnccn4)ccc3n2)CC1,-0.5,-14,-11,1.0,1,-16,1.3,2.2,-5,1.8,-0.8
O=C(COC(=O)c1cc([N+](=O)[O-])ccc1N1CCOCC1)Nc1c(Cl)cccc1C(F)(F)F,0.6,-9,3,-0.2,-3,1,-0.1,-1.1,-10,1.1,-1.4
COc1ccc(C(=O)NCc2ccc(C(=O)O)o2)cc1,1.3,-6,8,-0.7,-2,-1,0.2,-0.3,3,-2.1,-1.5
C=CCN1C(=O)CSc2ccc(C(=O)NCc3ccc(F)cc3)cc21,0.3,-4,5,-1.4,2,8,0.1,0.0,3,-1.6,-0.5
CCOC(=O)CC(NC(=O)Cn1nnc(-c2ccccc2F)n1)c1ccccc1Cl (stereo unspecified),-0.7,1,-27,-2.1,2,0,-0.7,-2.5,8,-0.3,-1.3
CC(=O)c1cc2ccc(O)cc2oc1=O,2.2,-478,2,3.6,i,-361,0.1,0.4,i,-0.8,-1.7
COC(=O)C1CCN(C(=O)COc2ccc(Cl)cc2)CC1,-1.1,4,5,-1.3,-4,1,0.5,-1.9,-2,-1.1,-1.1
Cc1ccc(NC(=O)COC(=O)C2CCC2)cc1S(=O)(=O)N1CCCCC1,-1.0,1,3,1.6,-3,3,-1.8,-1.4,-7,-1.4,-0.7
COC(=O)[C@H](Cc1ccccc1)NC(=O)c1cc(COc2c(F)cccc2F)on1,0.2,-8,-14,5.5,-3,1,0.6,9.3,1,2.5,-0.1
Cc1ccccc1NC(=O)C1CC(=O)N(c2ccccc2F)C1 (stereo unspecified),1.8,11*,7,-1.6,6,3,0.2,0.3,6,0.1,-1.3
Cc1ccc(C)c(CN2C(=O)C(C)Oc3ccc(C)cc32)c1 (stereo unspecified),1.7,1,6,1.4,-1,1,0.0,-1.2,7,-0.2,-1.4
CSc1ccc(NC(=O)CC(C)=O)cc1,0.5,-2,-17,-1.5,-1,1,-0.3,3.1,2,2.8,-0.3
O=C(CSc1cccc[n+]1[O-])NN(c1ccccc1)c1ccccc1,1.4,-8,18,-0.6,1,2,-0.1,0.7,-5,2.1,-0.8
CCNCc1cc(OCC)c(OCC(=O)NCCc2ccccc2)cc1Cl,2.4,-5,-18,-6.9,5,12*,0.2,-0.9,14,-1.3,-0.5
NC(=O)C1CCN(C(=O)CC2(CC(=O)O)CCCCC2)CC1,0.2,-1,3,-1.4,-6,-4,0.0,3.2,-9,0.4,-1.4
COc1ccc(CC(=O)Nc2ccccc2NC(=O)c2ccco2)cc1OC,2.4,0,0,-0.1,-1,-1,0.1,-0.9,-4,0.1,-1.0
COc1ccc(S(=O)(=O)Nc2ccc3c(c2)C(=O)N([C@H](C)CO)C[C@H](C)[C@@H](CN(C)C(=O)Nc2c(C)noc2C)OCCCC[C@H](C)O3)cc1,1.4,0,-11,0.8,-3,1,-1.3,0.0,-2,0.6,-1.0
Cc1cccc2nc(=S)n(C(=O)c3ccco3)n12,4.6*,-2,8,3.2,-5,-3,2.6,13*,-14,3.0,-0.2
CN(C)c1nc(N(C)C)n(Cc2c(Cl)cccc2Cl)n1,-1.2,0,0,0.8,-1,-2,-0.2,2.5,-2,-1.5,-1.0
COc1cccc(COC(=O)C2CCN(S(=O)(=O)c3ccc(F)cc3)CC2)c1OC,0.1,2,-7,2.8,2,0,0.7,-0.5,1,0.0,-1.4
Cc1c(NS(=O)(=O)c2ccccc2)c(=O)n(-c2ccccc2)n1C,-0.3,4,1,0.3,0,2,-0.1,0.7,-6,-1.7,-1.2
CN(CCc1ccccc1)C(C(=O)c1ccc2c(c1)OCO2)c1nnnn1-c1ccccc1NC(=O)OC(C)(C)C (stereo unspecified),.,-8,-6,.,-5,-3,0.5,3.3,-15,-0.1,0.0
Cc1cccc(N2CCN(C(=O)CCN3C(=O)C4C5C=CC(C5)C4C3=O)CC2C)c1 (stereo unspecified),-1.0,4,1,-1.5,-2,-1,-0.2,-2.5,-6,-0.1,-1.2
O=C(CSc1n[nH]c(=O)n1C1CC1)Nc1ccc(Cl)cc1Cl,0.6,-8,-1,-3.0,-10,-3,-1.0,1.3,-6,-1.5,-1.4
CCC(C)NC(=O)COc1ccccc1[N+](=O)[O-] (stereo unspecified),0.4,2,-3,2.1,-1,2,0.4,1.3,2,0.6,-0.4
CCC1(c2ccccc2)NC(=O)N(CC(=O)Nc2ccccc2C(=O)N2CCCCC2)C1=O (stereo unspecified),0.3,-7,0,-0.4,-2,-2,-2.1,3.2,0,-1.4,-0.9
O=S(=O)(NCCN1CCOCC1)c1cc(Cl)c(Cl)cc1Cl,0.2,-2,0,0.5,-2,-1,0.2,-0.6,11,-1.2,-0.2
COc1ccccc1-c1ccc(SCc2ccccc2)nn1,-0.1,-8,-11,5.9,-2,-2,1.0,2.3,-2,1.9,-1.1
CC(NC(=O)C(=O)NCc1cccs1)c1ccccc1 (stereo unspecified),-0.5,-2,0,1.4,1,3,-0.5,2.3,4,1.6,-0.5
Clc1ccc(-c2csc(N3CCSCC3)n2)cc1,-0.9,1,5,5.5,-1,-1,-0.1,2.7,-1,-0.4,-0.6
COc1ccc(CN2CCC2(C)C(=O)Nc2ccc(OC)c(OC)c2)cc1 (stereo unspecified),.,0,2,0.5,-4,3,-0.9,0.2,-10,-1.3,-1.7
CCCC1CCC(C(=O)Nn2cnc3ccccc3c2=O)CC1 (stereo unspecified),0.2,-4,-2,3.6,3,2,0.3,1.6,1,-0.5,-0.8
CC(=O)Nc1cc(-c2ccc(Cl)cc2)[nH]n1,1.1,-1,1,3.5,2,1,0.0,9.1,7,1.9,-0.7
Cc1cc2nc3n(c2cc1C)CC1CC(C(=O)NCC2CC2)N(C)C31 (stereo unspecified),0.0,0,5,0.6,-5,1,-0.1,1.7,-7,-2.4,-1.1
CCNC(=O)C1CCCN(C(=O)c2ccc(OC)cc2)CC1 (stereo unspecified),.,1,2,-0.1,-3,-3,0.8,1.7,-4,-0.4,-0.1
CCCc1cc(=O)n2[nH]c(NCc3ccc(Cl)cc3Cl)nc2n1,1.7,-7,-7,1.6,-7,-4,-0.6,-1.8,-7,-0.6,-1.2
Cc1ccccc1OCC(=O)Nc1ccc(C(N)=O)cc1,0.7,3,-6,-0.6,5,3,-0.2,0.4,6,-1.5,-1.3
O=C(COC(=O)c1ccc2c(c1)C(=O)N(Cc1ccncc1)C2=O)Nc1ccccc1[N+](=O)[O-],-0.4,-1,-8,0.7,-1,-3,0.6,0.9,-6,7.0*,0.4
CC(C)(C)NC(=O)C(c1ccncc1)N(C(=O)CNC(=O)c1ccco1)c1ccc2c(c1)OCO2 (stereo unspecified),-1.4,0,0,-0.8,-1,-1,0.1,0.2,4,6.8*,-1.2
O=C(Nc1cccc(C(=O)N2CCN(c3ccccc3)CC2)c1)c1ccco1,-0.5,-4,-3,3.0,2,5,1.5,0.3,2,-0.7,-1.5
Cc1cc(C(=O)Cn2nc(C(=O)O)c3ccccc3c2=O)c(C)n1-c1ccc(OC(F)F)cc1,-1.5,-5,-23,0.5,5,-3,-0.8,-2.0,10,-2.3,-0.7
Cc1nnc(NC(=O)c2ccc3ccccc3c2)s1,1.1,-5,0,4.8,-4,1,5.4*,7.4,-8,1.7,-0.5
Cc1nc(N2CCN(S(=O)(=O)c3ccccc3C#N)CC2)c2c(-c3cccs3)csc2n1,-0.4,1,2,-2.4,-4,0,0.1,2.0,2,-0.1,-0.4
CC(=O)Nc1ccccc1-c1nc2ccc(C(=O)N3CCN(c4ccccc4)CC3)cc2[nH]c1=O,0.2,-5,-7,-0.8,-4,0,0.8,0.1,-16,0.8,-1.5
Cc1nc2ccccc2n1C(C)c1ccccc1 (stereo unspecified),-0.9,-2,9,-0.4,-1,-6,0.0,-1.1,2,-1.1,-1.3
COc1ccc(NC(=O)CSc2nnc(NC(=O)c3ccc(S(=O)(=O)N4CCOCC4)cc3)s2)cc1,-2.5,2,9,0.3,-5,0,-0.5,-1.9,-5,-0.9,-0.7
Cn1c(NC(=S)Nc2ccccc2)nc2ccccc21,-0.5,-5,39*,8.2*,0,-4,2.2,11*,-1,7.9*,0.6
CC(C)(C)C1CCC(=NNc2ncc(C(F)(F)F)cc2Cl)CC1 (stereo unspecified),2.4,3,8,2.0,3,5,-0.2,3.2,4,-0.8,-1.7
Cc1ccc(CN2CCN(/N=C/c3ccc(N(C)C)cc3)CC2)cc1,.,-1,21*,0.6,1,4,0.6,3.0,2,2.0,-1.1

# A second format for 3 compounds above.
# Sequence of screens – DAX1 inh-1	PLCb3 inh	sPLA2-III inh	GAA850 FXN act	ADAM17 inh	PLCg1 inh	DAX1 inh-2	hgDAF12 agonist	ADAM10 inh	hcDAF12 agonist	ssDAF12 agonist
Cc1ccccc1OCC(=O)Nc1ccc(C(N)=O)cc1
→ 0.7	3	-6	-0.6	5	3	-0.2	0.4	6	-1.5	-1.3
CN(C)c1nc(N(C)C)n(Cc2c(Cl)cccc2Cl)n1
→ -1.2	0	0	0.8	-1	-2	-0.2	2.5	-2	-1.5	-1.0
O=C(COC(=O)c1ccc2c(c1)C(=O)N(Cc1ccncc1)C2=O)Nc1ccccc1[N+](=O)[O-]
→ -0.4	-1	-8	0.7	-1	-3	0.6	0.9	-6	7.0*	0.4

# (continued)
SMILES,DAX1 inh-1,PLCb3 inh,sPLA2-III inh,GAA850 FXN act,ADAM17 inh,PLCg1 inh,DAX1 inh-2,hgDAF12 agonist,ADAM10 inh,hcDAF12 agonist,ssDAF12 agonist
O=C(COC(=O)/C=C/c1ccc(OC(F)F)cc1)NCCN1C(=O)CSC1=O,1.6,2,-5,-0.8,-5,-1,1.1,5.4,4,0.0,-1.6
Cc1ccn(CC(=O)N/N=C/c2cc([N+](=O)[O-])ccc2O)n1,0.5,0,-2,-1.2,-1,1,-1.6,3.2,-2,1.8,-1.5
Cc1ccccc1-c1cc2c(c3c1ccn3C)C1CCC2C1 (stereo unspecified),.,-4,14,.,-5,-2,1.0,1.8,-12,-1.4,-1.1
COc1ccc(C2c3ccsc3CCN2C(=O)C(C)(C)C)cc1 (stereo unspecified),2.4,-7,-1,-1.2,-2,-1,0.0,-0.5,3,-0.9,-1.2
Cc1ccc(NC(=O)COc2ccccc2[N+](=O)[O-])nc1,-1.0,0,4,1.1,-2,0,4.7*,18*,7,7.3*,1.7*
COc1ccccc1NC(=O)Cn1c(C)cc(=O)c2cccc(OC)c21,.,-19,-2,0.6,-5,-13,-1.4,-7.8,-12,-5.3,-3.2
CCCOC(=O)c1ccc(NC(=O)c2nc3nc(C)cc(C)n3n2)cc1,-0.4,-5,-5,2.6,0,3,-0.2,0.0,1,-0.5,-1.7
